Source: PubChem
Shn3 3UTR inh – reduces Shn3 3'UTR luciferase signal in osteoblasts. Clone20 osteoblast Shn3 3'UTR firefly luciferase, 24 h. inhibition, % at 12.5 µM. 0.52% of 360,000 active;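 active = mean inhibition of at least 75% with every replicate also reaching 75%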;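 also: 0% = median of neutral control wells and 100% = pilot-screen positive control compound; some compounds past the cut are filed as inactive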
NCOA3 inh – inhibitors of human steroid receptor coactivator 3 (SRC3) | HEK293 GAL4-SRC3 luciferase reporter, luminescence | inhibition, % at 3.6 µM | Q9Y6Q9 | 0.17% of 360,000 active | AID 588352;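 active = inhibition above a per-campaign cutoff, the mean of all compounds plus 3 SD, cut at about 60% in these data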;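 also: 0% = DMSO-treated cells and 100% = gossypol-treated cells at 36 µM; higher means less SRC3-driven luciferase light from the GAL4 reporter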
KKLEB cytotox – reduces viability of KKLEB cystic fibrosis airway cells. 0.36% of 360,000 active. activity change (cytotoxicity), % at 5 µM. KKLEB CF airway cells viability, ATPlite luminescence, overnight; hits give low values; cells stimulated with P. aeruginosa culture filtrate;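 active = corrected activity change at or below -50% at 5 µM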
C8 TRAIL sens – sensitizes caspase-8 expressing cells to TRAIL | 1% of 360,000 active | AID 624354 | inhibition (viability loss, TRAIL sensitization), % at 10 µM | NB7+C8 cells + TRAIL, ATPlite viability luminescence;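 active = compounds causing at least 50% loss of cell viability in the single-dose screen, relative to plate controls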
SRC1 inh – human NCOA1 inhibition; Q15788; HEK293 GAL4-SRC1 luciferase reporter, luminescence; inhibition, % at 3.6 µM; 0.12% of 360,000 active; AID 588354;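 active = inhibition above the campaign mean plus 3 SD, with each screening campaign given its own cutoff, cut at about 60% in these data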;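 also: 0% = DMSO treated cells and 100% = gossypol at 36 µM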
TROY signal inh – inhibitors of TROY-dependent NF-kB signaling; 0.98% of 360,000 active; inhibition, % at 10 µM; AID 1347056; Q293 LMP1-TROYcd NF-kB luciferase reporter, 4 h;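 active = compounds whose plate-normalised and pattern-corrected inhibition of the luciferase reporter signal at the single screening dose is 50% or more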
CF NFkB inh – cystic fibrosis NF-kB activation inhibition | 0.86% of 360,000 active | AID 588850 | KKLEB NF-kB-GFP reporter, PAF-induced, GFP fluorescence overnight | inhibition, % at 5 µM;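 active = at least 50% inhibition at 5 µM, scaled per plate between neutral and stimulator controls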;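 also: PAF is a Pseudomonas aeruginosa culture filtrate used as stimulus; plate controls were PAF-stimulated DMSO wells for no effect and unstimulated DMSO wells for full effect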
LMP1 NFkB inh – Epstein-Barr LMP1 NF-kappaB reporter inhibition | LMP1-induced NF-kappaB luciferase reporter cells, luminescence | inhibition, % at 12.5 µM | 0.69% of 350,000 active; in the data active = inhibition above about 41%;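 also: 0% = neutral control wells and 100% = reference inhibitor control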
LRH-1 inv ag – NR5A2 inverse agonism in reporter assay; O00482; HEK293T StAR-luciferase reporter, LRH-1 transfected, 24 h; inhibition, % at 3.6 µM; 0.13% of 360,000 active;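 active = inhibition above the mean inhibition of all tested compounds plus 3 SD, cut at about 73% in these data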;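 also: 0% = DMSO wells and 100% = reporter-only cells lacking LRH-1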
Target sequence (O00482 whole entry, looked up): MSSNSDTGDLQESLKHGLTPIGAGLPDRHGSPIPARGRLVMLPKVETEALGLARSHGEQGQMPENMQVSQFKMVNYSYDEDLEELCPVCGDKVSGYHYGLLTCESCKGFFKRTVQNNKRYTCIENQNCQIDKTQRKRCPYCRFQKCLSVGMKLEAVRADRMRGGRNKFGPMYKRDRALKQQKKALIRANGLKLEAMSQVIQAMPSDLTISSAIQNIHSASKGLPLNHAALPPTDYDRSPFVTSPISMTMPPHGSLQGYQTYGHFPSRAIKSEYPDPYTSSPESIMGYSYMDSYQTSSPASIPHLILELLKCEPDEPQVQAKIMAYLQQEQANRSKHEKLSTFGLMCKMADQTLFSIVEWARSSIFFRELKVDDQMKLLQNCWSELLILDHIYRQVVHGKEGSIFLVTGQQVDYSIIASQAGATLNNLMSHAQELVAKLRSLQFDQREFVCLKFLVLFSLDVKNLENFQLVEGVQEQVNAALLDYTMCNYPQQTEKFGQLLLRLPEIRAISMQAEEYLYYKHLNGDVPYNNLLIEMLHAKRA
TWEAK-Fn14 inh – inhibitors of TWEAK-Fn14 interaction signaling | inhibition, % at 10 µM | AID 1159606 | 2% of 360,000 active | TWEAK-stimulated Fn14 reporter cells, luciferase luminescence, 8 h; in the data active = inhibition above about 50%
COUP-TFII inh – NR2F2 (human) inhibition, primary screen | 0.7% of 370,000 active | HEK293T NGFI-A luciferase reporter, luminescence | P24468 | inhibition, % at 8.6 µM | AID 686940;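 active = inhibition above a per-plate cutoff, mean inhibition of test wells between control levels plus 3 SD, cut at about 38% in these data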;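 also: cells cotransfected with COUP-TFII expression vector driving the NGFI-A reporter; 0% = median of COUP-TF2 test wells and 100% = reporter-only cells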
Target sequence (P24468 whole entry, looked up): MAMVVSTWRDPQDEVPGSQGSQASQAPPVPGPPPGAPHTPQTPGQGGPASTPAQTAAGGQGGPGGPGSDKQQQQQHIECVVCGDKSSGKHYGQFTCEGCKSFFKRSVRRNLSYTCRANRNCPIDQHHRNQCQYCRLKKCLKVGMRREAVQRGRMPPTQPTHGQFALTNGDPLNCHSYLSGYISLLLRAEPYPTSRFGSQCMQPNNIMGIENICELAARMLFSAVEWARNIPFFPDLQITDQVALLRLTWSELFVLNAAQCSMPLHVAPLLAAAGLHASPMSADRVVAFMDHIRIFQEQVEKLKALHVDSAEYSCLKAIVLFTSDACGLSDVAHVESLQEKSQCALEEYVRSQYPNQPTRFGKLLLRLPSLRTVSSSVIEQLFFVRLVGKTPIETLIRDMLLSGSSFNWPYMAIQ
* hit, by the source's call; / = not tested or not shown. The list is partial; rates above refer to the full screens.

#	Molecule	Shn3 3UTR inh	NCOA3 inh	KKLEB cytotox	C8 TRAIL sens	SRC1 inh	TROY signal inh
1	O=C1CN(C(=O)COC(=O)CNC(=O)c2ccc(Br)o2)c2ccccc2N1	-10	15	12	2	-18	19
2	O=C(N/N=C/c1ccc([N+](=O)[O-])s1)c1ccccc1Br	41	20	1	17	-21	-2
3	CCN1CCN(C(=O)C2c3cc(OC)c(OC)cc3C(=O)N3CCc4ccccc4C23)CC1 (stereo not given)	-1	6	3	0	-1	11
4	CCc1ccc(NC(=O)c2[nH]c(C)c(C(C)=O)c2C)cc1	-120	-74	-6	11	-57	-58
5	Cc1onc(-c2ccccc2)c1C(=O)OCC(=O)Nc1ccc(C#N)cc1	27	-3	6	9	6	7
6	COc1cc(-c2nc(Cc3ccccc3Cl)no2)cc(OC)c1OC	19	5	6	-1	-15	12
7	O=C1NN(c2ccc(F)c(Cl)c2)C(=O)/C1=C\c1cccc(OC(=O)c2cccs2)c1	/	17	5	-13	-4	7
8	Cc1noc(C)c1C(=O)NCc1ccccc1	-23	6	-2	-2	-4	-4
9	Cc1nc(P(=O)(c2ccccc2)c2ccccc2)c(N2CCOCC2)o1	6	-1	-6	-21	4	-8
10	COC(=O)c1scc(C#N)c1N/N=C(\C#N)S(=O)(=O)c1ccc(Cl)cc1	-38	-9	-10	2	-6	-15
11	O=C(C(c1ccccc1)c1ccccc1)N1CCN(Cc2ccncc2)CC1	6	-5	0	-10	-2	-16
12	CCSc1cc(N2CCCC2)nc(-c2ccccc2)n1	16	-4	-1	-3	2	-6

#	CF NFkB inh	LMP1 NFkB inh	LRH-1 inv ag	TWEAK-Fn14 inh	COUP-TFII inh
1	-6	9	5	0	17
2	-15	8	53	21	26
3	2	4	-9	-5	13
4	-16	-26	-130	-12	-43
5	-10	12	12	-5	22
6	-2	3	15	-1	0
7	7	8	3	-30	3
8	7	-6	11	6	0
9	10	2	-1	10	21
10	43	-6	-9	38	0
11	-4	3	3	6	-1
12	13	1	1	10	-9

The results go on.
#	Molecule	Shn3 3UTR inh	NCOA3 inh	KKLEB cytotox	C8 TRAIL sens	SRC1 inh	TROY signal inh
13	COc1ccc(OC)c(NC(=O)COc2cc(O)c3c(c2)OC(C)(C)CC3=O)c1	40	6	-16	17	-50	9
14	CCOc1ccc(C2/C(=C(/O)c3ccc4c(c3)CC(C)O4)C(=O)C(=O)N2CC2CCCO2)cc1 (stereo not given)	9	-33	-9	-1	-21	-18
15	Cc1ccc(S(=O)(=O)NN2C(=O)/C(=C\c3ccc(Cl)cc3)SC2=S)cc1	-1	-1	-8	-12	-1	39
16	O=C(C1CCCN(Cc2ccc(F)cc2)C1)N1CCCCC1 (stereo not given)	17	1	-14	-5	9	-5
17	Nc1nonc1-n1nnc(C(=O)N/N=C/c2ccc(F)cc2)c1-c1cccs1	-18	-27	-6	-9	0	-13
18	c1ccc(-c2ccc3nnnn3n2)cc1	-24	8	1	0	4	-11
19	CCN(Cc1nc(-c2ccc(OC)cc2)no1)C(=O)c1ccoc1C	-2	-9	2	-5	-3	11
20	COc1ccc2[nH]c(CN3CCC(n4nccc4NC(=O)C4CC4)CC3)c(C)c2c1	20	29	16	3	7	3
21	Cc1cc(C(=O)Nc2ccon2)cs1	-22	-4	4	-1	-18	-19
22	COc1cccc(-c2nnc(NC(=O)C(C)C)o2)c1	-24	-20	22	9	-12	1
23	CC(/C=N/NC(=O)NC1CCCCC1)=C\c1ccccc1	-40	-12	-4	-5	-24	-59
24	COc1ccc(C(C#N)CC(=O)c2ccc(OC)c(OCc3ccccc3)c2)cc1OC (stereo not given)	15	3	-12	-7	-16	8

#	CF NFkB inh	LMP1 NFkB inh	LRH-1 inv ag	TWEAK-Fn14 inh	COUP-TFII inh
13	8	/	22	1	2
14	-17	3	2	14	-12
15	11	2	7	-11	9
16	5	3	-3	-13	12
17	-5	2	0	-12	-7
18	15	-9	-4	7	11
19	1	-1	-8	28	8
20	-17	7	7	-1	1
21	-10	-11	5	11	-21
22	3	1	-7	2	16
23	5	-35	-23	-31	-23
24	-13	9	19	45	22

Some of the entries so far, screen by screen:
14. CCOc1ccc(C2/C(=C(/O)c3ccc4c(c3)CC(C)O4)C(=O)C(=O)N2CC2CCCO2)cc1 (stereo not given)
15. Cc1ccc(S(=O)(=O)NN2C(=O)/C(=C\c3ccc(Cl)cc3)SC2=S)cc1
16. O=C(C1CCCN(Cc2ccc(F)cc2)C1)N1CCCCC1 (stereo not given)
17. Nc1nonc1-n1nnc(C(=O)N/N=C/c2ccc(F)cc2)c1-c1cccs1
18. c1ccc(-c2ccc3nnnn3n2)cc1
19. CCN(Cc1nc(-c2ccc(OC)cc2)no1)C(=O)c1ccoc1C
20. COc1ccc2[nH]c(CN3CCC(n4nccc4NC(=O)C4CC4)CC3)c(C)c2c1
21. Cc1cc(C(=O)Nc2ccon2)cs1
22. COc1cccc(-c2nnc(NC(=O)C(C)C)o2)c1
compound no.	14	15	16	17	18	19	20	21	22
Shn3 3UTR inh	9	-1	17	-18	-24	-2	20	-22	-24
NCOA3 inh	-33	-1	1	-27	8	-9	29	-4	-20
KKLEB cytotox	-9	-8	-14	-6	1	2	16	4	22
C8 TRAIL sens	-1	-12	-5	-9	0	-5	3	-1	9
SRC1 inh	-21	-1	9	0	4	-3	7	-18	-12
TROY signal inh	-18	39	-5	-13	-11	11	3	-19	1
CF NFkB inh	-17	11	5	-5	15	1	-17	-10	3
LMP1 NFkB inh	3	2	3	2	-9	-1	7	-11	1
LRH-1 inv ag	2	7	-3	0	-4	-8	7	5	-7
TWEAK-Fn14 inh	14	-11	-13	-12	7	28	-1	11	2
COUP-TFII inh	-12	9	12	-7	11	8	1	-21	16

Next section:
#	Molecule	Shn3 3UTR inh	NCOA3 inh	KKLEB cytotox	C8 TRAIL sens	SRC1 inh	TROY signal inh
25	O=C1CCCc2c1cc(C(=O)NCc1ccco1)c(=O)n2-c1ccccc1	1	-9	0	-6	-4	-2
26	Cc1ccc(NC(=O)c2ncn(CCCNCCCN(C)C)n2)cc1C	-2	-8	8	4	1	-11
27	N#Cc1c(SCc2c(Cl)cccc2Cl)nc(N)[nH]c1=S	-7	17	-2	-10	0	32
28	CCC(CC)CN1C(Nc2ccccc2)=NC[C@@H]1C	21	-9	-12	-2	-2	-7
29	CCN1CCN(CC(O)COc2cccc(OC)c2)CC1 (stereo not given)	-11	-7	-4	-5	-3	-9
30	Cc1ccc(Nc2c(-c3ccccc3)nc3cnccn23)cc1	-36	4	-5	-22	-10	-55
31	NCC/C=C1/c2ccccc2CSc2ccccc21	28	-1	-2	-14	-6	2
32	O=[N+]([O-])c1cc(Cl)cc(/C=N/Nc2nc3ccccc3s2)c1O	-14	-31	-19	21	-45	25
33	CC(Sc1ncccn1)C(=O)NNC(=O)c1cccc(Cl)c1 (stereo not given)	-1	18	16	-6	3	2
34	CN(CCNC(=O)C1CCC(=O)N(Cc2cccc(F)c2)C1)CCc1ccccc1 (stereo not given)	-3	6	-6	-26	-2	-13
35	CC(C(=O)Nc1ccccn1)(c1ccccc1)c1ccccc1	13	2	-12	3	-15	1
36	CCOC(=O)N1CCC(NC(=O)c2cccc3c2C(=O)N(c2ccc(OC)cc2)C3)CC1	7	-10	-15	5	-12	9

#	CF NFkB inh	LMP1 NFkB inh	LRH-1 inv ag	TWEAK-Fn14 inh	COUP-TFII inh
25	-10	-2	21	5	2
26	-17	-2	-19	-20	-3
27	-15	3	-11	43	12
28	21	-4	-10	-5	5
29	-4	-13	1	3	17
30	6	-12	-5	-14	-21
31	0	3	17	2	0
32	30	-5	-14	34	-1
33	-6	2	9	9	-8
34	19	-3	8	4	15
35	-4	1	-27	11	19
36	19	-12	2	0	-18

Next part.
#	Molecule	Shn3 3UTR inh	NCOA3 inh	KKLEB cytotox	C8 TRAIL sens	SRC1 inh	TROY signal inh
37	CCn1c(CNC(=O)COc2ccc(C(C)C)cc2)nnc1SCC(=O)Nc1ccccc1	0	7	6	-7	-18	8
38	CC1CCCN(c2ccc(N)cc2C(N)=O)C1 (stereo not given)	-24	6	-18	3	-49	4
39	CCOC(=O)C1CCN(c2ccc(-c3cccs3)nn2)CC1	-88	-11	5	40	-2	2
40	CCOc1ccc(CCNC(=O)c2[nH]c(C)c(C(C)=O)c2C)cc1OCC	-11	11	-7	1	13	11
41	COc1ccc(/C=C/c2ccc3ccccc3[n+]2C)cc1OC	92*	-68	7	-2	-89	29
42	O=C(O)C1=C(C(=O)O)C2CCC1C2	6	-7	-6	-12	-5	-25
43	O=[N+]([O-])c1ccc(Cl)c(CN2CCCCCC2)c1	4	-14	-2	-13	0	1
44	O=C(NNS(=O)(=O)c1ccc2ccccc2c1)c1cc(-c2ccccn2)nc2ccccc12	5	11	13	0	3	8
45	COc1ccccc1NC(=O)c1ccccc1NS(=O)(=O)c1cccs1	19	6	-6	3	-3	18
46	CCN(c1ccccc1)S(=O)(=O)c1ccc(Cl)c(NC(=O)CSc2n[nH]c(N)n2)c1	-10	2	-2	-5	-28	-2
47	COC(=O)N1CCN(c2ccc(C)cc2)C(C)C1 (stereo not given)	-9	10	15	-18	3	-1
48	COc1ccc(S(=O)(=O)Nc2ccccc2-c2nnn(CC(=O)Nc3ccccc3OC)n2)cc1	39	9	-15	4	6	28

#	CF NFkB inh	LMP1 NFkB inh	LRH-1 inv ag	TWEAK-Fn14 inh	COUP-TFII inh
37	2	3	23	8	-4
38	9	1	17	-7	12
39	7	2	2	-25	-7
40	-8	6	-8	-21	7
41	-6	-30	-54	34	/
42	25	-22	-20	14	22
43	-2	0	-1	0	-18
44	-11	4	-9	-4	16
45	7	1	0	6	-7
46	6	-2	8	12	4
47	-1	-2	13	-23	9
48	4	4	-14	28	20

Other compounds:
#	Molecule	Shn3 3UTR inh	NCOA3 inh	KKLEB cytotox	C8 TRAIL sens	SRC1 inh	TROY signal inh
49	CCOC(=O)C1(Cc2ccc(Cl)cc2)CCN(Cc2cn(CC)nc2C)CC1	23	23	3	19	11	12
50	COC(=O)Nc1nnc(Cc2ccc(Cl)cc2)s1	-18	6	-6	16	-17	-12
51	CCOC(=O)c1ccc(S(=O)(=O)N2CCN(C(=O)c3nn(C)c(=O)c4ccccc34)CC2)cc1	10	0	12	-1	-2	-2
52	O=C(CNC1CC1)Nc1cc(C(F)(F)F)ccc1Cl	8	16	-2	1	-10	4
53	COCCn1c(SCC(=O)NC(=O)NC2CCCC2)nc2ccccc2c1=O	57	4	-15	7	0	0
54	Cc1cc2nc(SCC(=O)O)nc(C)c2cc1C	11	20	-2	-5	-7	3
55	Cn1c(N)c(S(=O)(=O)N2CCCC2)c(=O)n(C)c1=O	19	-18	12	22	-5	-2

#	CF NFkB inh	LMP1 NFkB inh	LRH-1 inv ag	TWEAK-Fn14 inh	COUP-TFII inh
49	2	17	-10	-5	4
50	5	1	6	-12	-18
51	8	-3	7	9	5
52	7	-1	-1	6	21
53	19	0	2	19	8
54	-12	5	-2	9	-11
55	-20	-4	-19	9	-11
